# Assay outcomes (PubChem)
# PLK1 PBD block: qHTS for Inhibitors of PLK1-PDB (polo-like kinase 1 - polo-box domain): Primary Screen. Potency, µM, for inactives: max response, negative = inhibition, usual class: inhibitors. 2.8% of 360,000 active. AID 720504, 2013. Plk1 PBD binding of FITC phosphopeptide, fluorescence polarization; note: potency is the fitted concentration of half-maximal effect; series mostly up to about 57 µM; % is set by controls: 0 for no effect and ±100 for the full control effect; nearly all actives have a fitted effect of over 65% in size
# Target sequence (P53350 whole entry, looked up, the tested form may be a part): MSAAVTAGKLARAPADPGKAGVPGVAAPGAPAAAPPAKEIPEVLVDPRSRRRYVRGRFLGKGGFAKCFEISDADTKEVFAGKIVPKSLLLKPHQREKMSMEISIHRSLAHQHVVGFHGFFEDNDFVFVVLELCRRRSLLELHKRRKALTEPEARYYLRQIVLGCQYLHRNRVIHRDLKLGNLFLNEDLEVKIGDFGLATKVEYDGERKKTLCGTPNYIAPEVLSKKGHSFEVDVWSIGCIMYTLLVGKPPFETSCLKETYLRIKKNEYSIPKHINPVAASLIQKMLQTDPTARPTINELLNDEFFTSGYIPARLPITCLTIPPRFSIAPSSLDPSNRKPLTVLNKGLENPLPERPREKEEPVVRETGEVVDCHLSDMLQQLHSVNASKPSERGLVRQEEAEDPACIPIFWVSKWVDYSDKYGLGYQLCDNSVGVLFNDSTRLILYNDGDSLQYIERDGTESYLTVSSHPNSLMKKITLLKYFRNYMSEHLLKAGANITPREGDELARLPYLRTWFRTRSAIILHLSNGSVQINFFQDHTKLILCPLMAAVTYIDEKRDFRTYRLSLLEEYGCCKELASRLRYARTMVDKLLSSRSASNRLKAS
# IL-2 act: qHTS of IL-2 Activators. IL-2 activation reporter assay, cell-based qHTS; stimulated with anti-CD3/CD4/CD28 beads; in transgenic mouse T cells. activation, % (series mostly up to about 46 µM). 0.065% of 360,000 active. AID 652025, 2013; in the data active = activation above about 50%; inconclusive = mostly about 30% to 49%; note: 0% is about no effect
#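 EGFP and DsRed fluorescence is measured by plate cytometry in unstimulated transgenic mouse T cells exposed to compound for 60 minutes, then stimulated 18 hours at 37 degrees C with anti-CD3/anti-CD4 beads plus anti-CD28.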
# GLP1R inv ag: qHTS of GLP-1 Receptor Inverse Agonists (Inhibition Mode). HEK293 GLP-1R CRE-luciferase, luminescence, 24 h; GLP-1R form is constitutively active. Potency, µM (highest dose often 38.3 µM), for the others: top-dose activity change, negative = inhibition, hits mostly inhibitors. 1.6% of 410,000 active. AID 624417, 2012; note: potency is the fitted concentration of half-maximal effect; % is set by controls: 0 for no effect and ±100 for the full control effect; nearly all actives have a fitted effect of over 55% in size
# Target sequence (P43220 whole entry, looked up): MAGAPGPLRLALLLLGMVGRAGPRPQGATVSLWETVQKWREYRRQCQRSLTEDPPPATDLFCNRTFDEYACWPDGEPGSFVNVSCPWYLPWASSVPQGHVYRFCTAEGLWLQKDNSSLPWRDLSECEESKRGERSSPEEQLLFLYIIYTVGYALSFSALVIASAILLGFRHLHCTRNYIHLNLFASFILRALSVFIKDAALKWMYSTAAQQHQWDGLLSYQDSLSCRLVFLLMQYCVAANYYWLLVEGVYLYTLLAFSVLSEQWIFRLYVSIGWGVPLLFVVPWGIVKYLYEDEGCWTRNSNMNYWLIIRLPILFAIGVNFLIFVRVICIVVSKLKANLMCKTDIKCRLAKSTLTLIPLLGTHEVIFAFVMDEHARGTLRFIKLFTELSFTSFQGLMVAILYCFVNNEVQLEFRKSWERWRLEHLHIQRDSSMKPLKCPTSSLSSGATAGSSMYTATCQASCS
#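 Using stably transfected HEK293 (constitutively active GLP-1R, cAMP-luciferase reporter), compounds were incubated 24 hr and luciferase measured by luminescence.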
# PTHR1 agonist: qHTS for PTHR1 Agonists: Primary Screen; HEK293 GP2 PTHR1 cells, GloSensor cAMP luminescence, 1 h; Potency, µM (highest dose often 115 µM), without a hit: at the highest dose activation, actives largely listed as activators; 0.075% of 410,000 active; AID 743266, 2014; note: potency is the fitted concentration of half-maximal effect; nearly all actives have a fitted effect of over 55% in size; some results filed as inactive show a strong effect at the top dose; inactives centre near -15; many of its hits are not listed in these tables
#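 HEK-293-derived GP2 cells expressing PTHR1 and a GloSensor cAMP reporter, 3,000/well, plated overnight, given luciferin plus IBMX (each 0.5 mM as added) for 1 h at 37 °C, then compound for 1 h at 37 °C. Luminescence was read after 15 min at room temperature.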
# GLP1R ag: qHTS of GLP-1 Receptor Agonists; 0.007% of 380,000 active; HEK293 GLP-1R CRE-luciferase, luminescence, 4-6 h; cells express a hypersensitive GLP-1R form; Potency, µM (top dose mostly 45.6 µM), for the others: at the top dose activation, hits mostly activators; AID 624172, 2012; Glucagon-like peptide 1 receptor (Homo sapiens), P43220; note: potency is the fitted concentration of half-maximal effect; % of control where 0% means no effect
# PI5P4Ka inh: qHTS for Inhibitors of phosphatidylinositol 5-phosphate 4-kinase (PI5P4K) | PI5P4Kalpha enzyme, ADP-Glo luminescence, 60 min; hits give low values | max response, % | 1.2% of 330,000 active | AID 652105, 2013; active = max response of -50% or lower; inconclusive = between -30% and -50%; inactive = -30% or higher; note: value at the top dose of about 77 µM; % is set by controls: 0 for no effect and ±100 for the full control effect
#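 Luminescence from ADP-Glo served as readout of PI5P4Kalpha activity in a qHTS format. Reaction: enzyme, substrate, compound, ATP at 5 microM final, 60 min at RT.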
# HEK293 tox: qHTS of GLP-1 Receptor Inverse Agonists: Cytotox Screen; HEK293 cAMP-luciferase reporter cells, luminescence, 24 h; Potency, µM (series often up to 38.3 µM), without a hit: top-dose activity change, negative = inhibition, most hits filed as inhibitors; AID 624418, 2012; 0.13% of 410,000 active;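 note: loss of luciferase light is scored as toxicity; potency is the fitted concentration of half-maximal effect; % is set by controls: 0 for no effect and ±100 for the full control effect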
#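 Quantitative HTS format, 1536 wells, 200 cells/uL seeded. Compounds: 23 nL, 24 h, 37 °C. Detection: luciferase reagent, luminescence at 12 min RT; decreased signal taken as cytotoxic.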
# EPAC1 agonist: qHTS for Agonist of cAMP-regulated guanine nucleotide exchange factor 3 (EPAC1): primary screen; Potency, µM (doses to about 154 µM), for the others: at the top dose activation, actives largely listed as activators; Rap guanine nucleotide exchange factor 3 (Homo sapiens), O95398; AID 720707, 2013; EPAC1 agonist qHTS, biochemical assay; response scale: 100% = response to 6.5 mM cAMP; 0.073% of 360,000 active; note: potency is the fitted concentration of half-maximal effect; nearly all actives have a fitted effect of over 60% in size
#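 Nucleotide exchange by EPAC1 (100 nM) on Rap1B–BODIPY-GDP (250 nM) in the presence of 50 uM GDP is tracked fluorescently at 480/540 nm over 30 min. Signals are normalized to a 6.5 mM cAMP control.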
# EPAC1 antag: qHTS for Antagonist of cAMP-regulated guanine nucleotide exchange factor 3 (EPAC1): primary screen; Rap guanine nucleotide exchange factor 3 (Homo sapiens), O95398; EPAC1 GEF assay, Rap1b-BODIPY-GDP exchange fluorescence; Potency, µM (top dose mostly 115 µM), for the others: at the top dose activity change, negative = inhibition, hits mostly inhibitors; 0.14% of 360,000 active; AID 720709, 2013;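 note: potency is the fitted concentration of half-maximal effect; plate controls were vehicle for no effect and positive control for full effect; nearly all actives have a fitted effect of over 50% in size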
# * = called active by the depositor; i = inactive; ? = inconclusive; nt = no result given; [ ] = dose if it differs, or a comment. Unless noted, calls come from the whole dose curve; as a rule, active = well fitted curve in the direction sought with a large enough effect; inconclusive = small, poorly fitted or top-dose-only effect, or another doubt; inactive = no such curve, though single readings can be large; an effect the other way counts as inactive or inconclusive.
SMILES,PLK1 PBD block,IL-2 act,GLP1R inv ag,PTHR1 agonist,GLP1R ag,PI5P4Ka inh,HEK293 tox,EPAC1 agonist,EPAC1 antag
O=C(NC(=S)Nc1cccc2ncccc12)c1cccs1,2%,0.7,8%,i,-2%,-1,-31%,4%,4%
CCOc1ccc(S(=O)(=O)n2cnc3cc(C)c(C)cc32)cc1,-6%,-2.5,-14%,i,8%,nt,-24%,11%,16%
CCOC(=O)c1c(C)[nH]sc1=S,?,-0.1,10%,-22%,1%,-26,17%,8%,-7%
CCOc1ccc(NS(=O)(=O)c2ccc(C(=O)NCC3CCCO3)cc2)cc1 (stereo not given),2%,-0.1,12%,-18%,-4%,5,-26%,-6%,-4%
Cc1cc(C(=O)CSc2nc3ccccc3n2CCC#N)c(C)n1Cc1cccs1,-5%,0.1,0%,-11%[57.5 µM],-6%,nt,-16%,6%,-9%
COc1cc2c(cc1NC(=O)COC(=O)[C@@H](NC(=O)c1ccccc1F)C(C)C)oc1ccccc12,3%,-0.3,?,-9%,-1%,-4,-6%,10%,6%
COC(=O)c1c(N2C(=O)[C@H]3[C@@H](C2=O)[C@]2(C(=O)Nc4c(C)cccc42)N2CCC[C@@H]32)sc(C)c1C,-3%,-0.8,-19%,i,0%,?,-17%,10%,-21%
Cc1ccc(S(=O)(=O)N2CCOCC2)cc1NC(=O)COc1cccc(Oc2ccccc2)c1,-7%,-4.8,10µM*,i,-2%,4,12%,14%,-28%
CCc1[nH]nc(C(=O)N2CCCC(C(=O)c3cccc(OC(C)C)c3)C2)c1C (stereo not given),-2%,-2.4,?,-31%[inhibitor],9%,-1,-20%,-12%,-21%
CC(C)N(C(=O)C1CC(=O)OC12CCCCC2)C(C)C (stereo not given),-2%,-0.9,-9%,i,-6%,nt,0%,3%,10%
CCOC1=C2[C@H](c3ccccc3)N(S(=O)(=O)c3ccc(C)cc3)C(C(C)(C)C)[C@H]2C(C#N)(C#N)C(C#N)(C#N)C1 (stereo not given in full),-28%,-0.8,?,-18%,-5%,-50*,-6%,-16%,?
Cc1cnn(C(=O)Cn2nc(C(F)F)c(Br)c2C)c1,-5%,-0.2,-1%,-8%,0%,4,8%,9%,-18%

# Record cards, from the list above:
# Results for CCOc1ccc(NS(=O)(=O)c2ccc(C(=O)NCC3CCCO3)cc2)cc1 (stereo not given) = PLK1 PBD block = 2%; IL-2 act = -0.1; GLP1R inv ag = 12%; PTHR1 agonist = -18%; GLP1R ag = -4%; PI5P4Ka inh = 5; HEK293 tox = -26%; EPAC1 agonist = -6%; EPAC1 antag = -4%
# Results for CCc1[nH]nc(C(=O)N2CCCC(C(=O)c3cccc(OC(C)C)c3)C2)c1C (stereo not given) = PLK1 PBD block = -2%; IL-2 act = -2.4; GLP1R inv ag = ?; PTHR1 agonist = -31%[inhibitor]; GLP1R ag = 9%; PI5P4Ka inh = -1; HEK293 tox = -20%; EPAC1 agonist = -12%; EPAC1 antag = -21%

# Additional entries
SMILES,PLK1 PBD block,IL-2 act,GLP1R inv ag,PTHR1 agonist,GLP1R ag,PI5P4Ka inh,HEK293 tox,EPAC1 agonist,EPAC1 antag
CCC(Sc1nnnn1-c1ccccc1)C(=O)NC(C)c1ccccc1 (stereo not given),?,-3.3,-8%,i,6%,nt,4%,3%,0%
COc1ccc(C23CC4CC(CC(C4)C2)C3)cc1C(=O)NCCN(C)C,-9%,-0.2,?,i,19%,7,?,7%,-21%
CN(CC(=O)Nc1ccc(F)cc1)C(=O)COC(=O)c1cc(Br)c(Br)s1,0%,-0.4,-15%,-9%,6%,-8,0%,-7%,-24%
O=C(O)c1cc(=O)c2cc(Cl)ccc2o1,-1%,-0.4,0%,i,-14%,-26,1%,2%,-12%
Cc1ccc(/C=C2\SC(=S)N(CCCC(=O)NC3CCCC3)C2=O)cc1,-1%,-0.4,-18%,i,-9%,-3,-3%,-24%,-22%
COc1cc(OC)cc(-c2nc(-c3ccc(Br)cc3)no2)c1,-1%,-2.9,7%,-2%[57.5 µM],-2%,nt,-1%,-4%,2%
CCOC(=O)c1ccc(NC(=O)c2n[nH]c(=O)c3ccccc23)cc1,-8%,-0.3,14%,-2%,1%,1,19%,11%,-14%
O=C(c1cnn(-c2ccccc2)c1)c1ccccc1O,-17%,-4.4,?,-37%[inhibitor],6%,-6,10%,17%,?
CC(=O)N(C)c1ccc(NC(=O)Nc2cccc3ccccc23)cc1,-5%,3.0,39%[activator],-21%,3%,0,22%,11%,-24%
N#Cc1c(N)nc(SCc2ccccc2)c(C#N)c1-c1ccco1,-5%,-3.1,?,i,17%,nt,-6%,9%,0%
CC(=O)c1cc(NC(=O)c2ccc([N+](=O)[O-])cc2)c(=O)oc1C,-9%,-0.9,31%[activator],-2%,1%,1,-6%,-8%,-4%
OCCNc1ncnc2c1cnn2Cc1ccccc1,-15%,-0.1,35%[activator],?,0%,5,1%,-7%,-16%
CN1C(=O)CC(Sc2ccccc2C(=O)O)C1=O (stereo not given),-3%,-0.3,5%,-16%[57.5 µM],10%,nt,15%,5%,-3%
O=C1CC(/C=C/c2ccccc2)=Nc2ccccc2N1,-2%,-0.3,0%,-2%,3%,?,-12%,-3%,-15%
CS(=O)(=O)c1cc([N+](=O)[O-])c(Sc2nc3ccccc3[nH]2)c([N+](=O)[O-])c1,1.5µM*,-1.4,?,-8%[57.5 µM],-24%,nt,?,4%,4%
Cc1cccc(-c2nc3c(c(SCC(N)=O)n2)CCCC3)c1,-2%,-0.5,2%,i,8%,0,-11%,0%,2%
COc1cc(C2C(C#N)=C(N)Oc3cc(C)n(CC4CCCO4)c(=O)c32)cc2c1OCO2 (stereo not given),-10%,0.4,20%,-4%[57.5 µM],8%,3,19%,14%,-16%
CCc1ccc(OCC(=O)N2CCc3ccccc32)cc1,-6%,-0.3,?,-16%,31%,6,1%,5%,-6%
CC1CCN(C(=O)CCCOc2cc(=O)n(C)c3ccccc23)CC1,-1%,-1.5,0%,-4%[57.5 µM],6%,0,-12%,0%,11%
CC1CN(C(=O)N[C@@H](Cc2ccccc2)C(=O)O)CC(C)O1 (stereo not given in full),-4%,0.8,33%[activator],i,-1%,0,-1%,1%,2%
O=C(CCn1nnc2ccccc21)Nc1nnc(-c2ccccc2F)s1,-8%,2.8,-3%,-1%[57.5 µM],-3%,nt,-10%,5%,22%
COCCn1c(C)cc(C(=O)CSc2n[nH]c(N)n2)c1C,-2%,7.6,9%,i,-3%,-10,-11%,-3%,4%
CCc1nc(SCC(=O)O)c(C#N)c2c1CCCC2,-15%,0.8,12%,10%,0%,1,-2%,1%,10%
COc1ccc(OC)c(NC(=O)Nc2nnc(COCCO)s2)c1,-2%,-0.6,25%,8%,-2%,-1,-3%,-3%,4%
N#CCC(=O)NC(=O)NCC1CC1,-1%,-0.4,3%,-17%,6%,-7,-7%,-17%,12%
CC(C)(Oc1ccc(Cl)cc1)C(=O)OCC(=O)Nc1ncc(Cl)cc1Cl,-4%,-0.9,-1%,i,-8%,nt,-4%,23%,-9%
Cc1ccc(NC(=O)CCS(=O)(=O)c2ccccc2)cc1S(=O)(=O)N1CCCCCC1,8%,-4.4,?,-13%,21%,4,-13%,14%,-7%
CCc1ccc(Nc2cc(C(=O)NCCCN3CCOCC3)c3ccccc3n2)cc1,7%,-2.8,?,-33%,4%,0,-26%,-11%,-12%
COc1cc(C(O)P(=O)(OC(C)C)c2ccc(N(C)C)cc2)cc(OC)c1OC (stereo not given),0%,-0.4,2%,-24%,0%,1,-12%,1%,0%
C[C@H](NC(=O)c1cc2cc(Cl)ccc2n1C)C(=O)N[C@@H](C(=O)O)c1ccccc1,1%,0.3,-2%,-7%,0%,-6,-6%,-2%,-6%
CN1C(=O)[C@H]2[C@@H](/C=C/c3ccccc3)N3C(=O)CN(Cc4ccccn4)C(=O)[C@@]3(C)[C@H]2C1=O,-5%,-1.7,13%,-24%,5%,10,-27%,5%,1%
O=C(Cn1c(=O)oc2ccccc21)NCCc1ccccc1Cl,4%,-2.7,?,-16%,-1%,4,-6%,-7%,2%
CN(Cc1cnn(C)c1)Cc1nc(Cc2ccccc2Cl)no1,-9%,1.8,11%,i,8%,5,2%,1%,-10%
COc1ccc(S(=O)(=O)N(C)CC(=O)N2CCOCC2)cc1Cl,-10%,-0.4,1%,i,1%,-5,9%,1%,6%
COc1ccc(CCCNC(=O)C2(C)Cc3c(-c4cccc(C(N)=O)c4)ccnc3O2)cc1 (stereo not given),-12%,-0.3,?,-4%,-5%,-7,?,-5%,-15%
Cc1ccccc1OCc1nc2ccccc2n1C,5%,0.5,-11%,-23%,6%,-1,3%,3%,17%
COc1ccc(C2(C)NC(=O)N(CC(=O)N3CCc4ccccc43)C2=O)cc1OC (stereo not given),-5%,5.0,24%,-11%,1%,-8,3%,6%,-13%
COC(=O)C(NC(=O)CCc1c(C)nc2c(-c3ccccc3)c(C)nn2c1C)C(C)C (stereo not given),nt,nt,5%,?,1%,nt,5%,nt,nt
CCOC(=O)C1CCN(S(=O)(=O)c2ccc(-n3cnnn3)c(C)c2)CC1,4%,-3.5,7%,-2%[57.5 µM],0%,nt,1%,5%,-4%

# 3 entries out of the list, ordered by length of the SMILES, high to low:
SMILES,PLK1 PBD block,IL-2 act,GLP1R inv ag,PTHR1 agonist,GLP1R ag,PI5P4Ka inh,HEK293 tox,EPAC1 agonist,EPAC1 antag
COc1ccc(C2(C)NC(=O)N(CC(=O)N3CCc4ccccc43)C2=O)cc1OC (stereo not given),-5%,5.0,24%,-11%,1%,-8,3%,6%,-13%
O=C(Cn1c(=O)oc2ccccc21)NCCc1ccccc1Cl,4%,-2.7,?,-16%,-1%,4,-6%,-7%,2%
N#CCC(=O)NC(=O)NCC1CC1,-1%,-0.4,3%,-17%,6%,-7,-7%,-17%,12%

# These rows are one share of the data (hit frequency here may not be typical).
